NCI-60 one-dose screen, 48 h, at 10 µM unless noted. Numbers give growth in % (100 = growth as untreated, 0 = no growth, -100 = all killed).
SNB-19: SNB-19 CNS cancer cells. 2.5% of 81,000 active
HT29: HT29 colon cancer. AID 1794748. 7.4% of 81,000 active
SW-620: SW-620 colon cancer; AID 1794795; 5.2% of 82,000 active
DU-145: DU-145 prostate cancer. AID 1794760. 4.2% of 81,000 active
PC-3: PC-3 prostate cancer cells; AID 1794754; 3.9% of 80,000 active
SF-539: SF-539 CNS cancer; 6.8% of 81,000 active; AID 1794752
SNB-75: SNB-75 CNS cancer; 5% of 79,000 active; AID 1794750
KM12: KM12 colon cancer cells; 5% of 82,000 active; AID 1794800
HCC-2998: HCC-2998 colon cancer; 4.7% of 79,000 active
An asterisk follows results filed as active; . = not tested or not shown; & = joins results of further samples; [ ] = remark or other dose. The calls were made as follows: active = growth percent below 10; inactive = the rest.

Sample of the layout (2 entries):
#1 O=Cc1c(O)c2ccccc2[nH]c1=O
#2 Cc1ccc(CCNc2ncnc(Cl)c2N)cc1

Assay by compound	1	2
SNB-19	104	77&80
HT29	116	80&88
SW-620	94	90&82
DU-145	158	91&82
PC-3	94	69&90
SF-539	98	93&93
SNB-75	78	93&115
KM12	139	87&94
HCC-2998	.	77&83

Results (from the top)
#1 O=Cc1c(O)c2ccccc2[nH]c1=O
#2 Cc1ccc(CCNc2ncnc(Cl)c2N)cc1
#3 O=c1ccc(N=Nc2ccc([N+](=O)[O-])cc2)ccc1O
#4 CCOC(=S)SCCSC
#5 O=C(O[C@@H]1Cc2c(O)cc(O)cc2O[C@@H]1c1cc(O)c(O)c(O)c1)c1cc(O)c2c(c1)OCO2

Assay by compound	1	2	3	4	5
SNB-19	104	77&80	19	111	104
HT29	116	80&88	26	100	95
SW-620	94	90&82	15	111	106
DU-145	158	91&82	38	107	100
PC-3	94	69&90	34	95	84
SF-539	98	93&93	17	104	108
SNB-75	78	93&115	31	100	94
KM12	139	87&94	17	104	101
HCC-2998	.	77&83	22	94	104

#6 CCOC(=O)c1c(Nc2ccccc2)nn2c(-c3ccc(OC)c(OC)c3)ccnc12
#7 CCOC(=O)/C(C)=C\c1ccccc1
#8 CCN(CC)CCN(C)c1ccc(CO)c2sc3cc(Cl)ccc3c(=O)c12
#9 O=C(Nc1ccc2oc(=O)ccc2c1)c1ccc(-c2ccc(Br)cc2)o1
#10 Nc1ncc(-c2ccc(NS(=O)(=O)c3ccc(Cl)cc3)cc2)[nH]1

Assay by compound	6	7	8	9	10
SNB-19	80	108	.	106	86
HT29	62	110	72	108	79
SW-620	41	105	100	108	85
DU-145	74	121	115	109	103
PC-3	39	103	81	111	81
SF-539	60	116	94	101	79
SNB-75	69	99	66	104	78
KM12	45	109	106	114	97
HCC-2998	52	116	91	113	91

#11 N#Cc1c(-c2ccccc2)nc2c(c(-c3ccccc3)nn2-c2ccccc2)c1-c1ccc2c(c1)OCO2
#12 CCCCOc1ccc(NC(=O)n2nc(N)c3cc(Cl)ccc32)cc1
#13 C=C(C)[C@@H]1CC=C2c3sc(Nc4ccc(F)cc4)nc3C[C@@H](C)[C@]2(C)C1
#14 Cc1nc2[nH][nH]c(=O)c2nc1C
#15 Cc1cc(N/N=C/c2nc(-c3ccc(Cl)cc3)oc2C)c2cc(Br)ccc2n1

Assay by compound	11	12	13	14	15
SNB-19	102	116	90	105	42
HT29	117	94	98	118	-46*
SW-620	85	112	99	100	-65*
DU-145	93	105	104	110	32
PC-3	78	104	86	98	80
SF-539	73	108	95	99	87
SNB-75	69	130	93	99	.
KM12	91	94	101	101	55
HCC-2998	100	97	108	111	90

#16 COc1ccc(CCCc2c3[n+](cc4c(OC)c(OC)ccc24)CCc2cc4c(cc2-3)OCO4)cc1
#17 Cc1ccc2oc(=O)cc(-c3sc(N4CCCCC4)nc3-c3ccccc3)c2c1
#18 N#Cc1c(Cl)cccc1N1CCSCC1
#19 CCCCOC(=O)Oc1ccc(C(=O)Oc2ccc(OCC)cc2)cc1
#20 Fc1ccc(/C=C(/C2=NCCN2)n2ccc3ccccc32)cc1

Assay by compound	16	17	18	19	20
SNB-19	60	95	96	102	100
HT29	47	100	97&96	108	101
SW-620	69	97	100&101	110	90
DU-145	79	98	102&97	98	101
PC-3	58	88	103&100	93	85
SF-539	92	95	90&104	86	103
SNB-75	88	78	102&81	111	79
KM12	31	95	104&102	95	99
HCC-2998	74	99	111&102	102	94

Full records as entered above. Order of values: SNB-19	HT29	SW-620	DU-145	PC-3	SF-539	SNB-75	KM12	HCC-2998
Fc1ccc(/C=C(/C2=NCCN2)n2ccc3ccccc32)cc1 as listed: 100	101	90	101	85	103	79	99	94
CCCCOC(=O)Oc1ccc(C(=O)Oc2ccc(OCC)cc2)cc1 as listed: 102	108	110	98	93	86	111	95	102

2 entries drawn at random from those above, as already listed:
#16 COc1ccc(CCCc2c3[n+](cc4c(OC)c(OC)ccc24)CCc2cc4c(cc2-3)OCO4)cc1
#8 CCN(CC)CCN(C)c1ccc(CO)c2sc3cc(Cl)ccc3c(=O)c12

Assay by compound	16	8
SNB-19	60	.
HT29	47	72
SW-620	69	100
DU-145	79	115
PC-3	58	81
SF-539	92	94
SNB-75	88	66
KM12	31	106
HCC-2998	74	91

Going on with the list:
#21 Fc1ccc(-c2nc(-c3c[nH]c4ccccc34)cs2)cc1
#22 CC(C)(C)c1ccc(C2=NN(c3ccc(S(N)(=O)=O)cc3)C(=O)CC2)cc1
#23 CCCCC(=O)OCCOc1ccccc1
#24 O=C(NCCN1CCN(C(=O)Nc2ccccc2Cl)CC1)Nc1ccccc1Cl
#25 O=C(/C=C/c1ccc(C(F)(F)F)cc1)Nc1ccc(C=C2c3ccccc3C(=O)c3ccccc32)cc1

Assay by compound	21	22	23	24	25
SNB-19	102	71	105	92	66
HT29	92	68	81	103	46
SW-620	110	81	101	111	65
DU-145	106	81	112	111	72
PC-3	86	59	74	94	.
SF-539	83	68	99	97	83
SNB-75	74	74	80	95	47
KM12	90	59	99	109	26
HCC-2998	107	110	118	101	78

#26 O=C(Nc1cccc(Cl)c1)N(C1CCCCC1)C1CCCCC1
#27 CC(=O)OCC(=O)C1CCC2C3CCC4=CC(=O)CCC4(C)C3CCC12C (centres undefined)
#28 N#Cc1c(N)nn(C(=O)c2ccc(NC(=O)c3ccccn3)cc2)c1-c1cccc(Br)c1
#29 O=C1/C(=C/c2ccccc2O)C(=S)SN1Cc1ccco1
#30 COc1ccc(NC2=CC(=O)C(C)=C(C)C2=O)cc1

Assay by compound	26	27	28	29	30
SNB-19	101	91	75	111	99
HT29	83	94	62	88	109
SW-620	100	110	63	108	101
DU-145	106	111	54	103	105
PC-3	76	87	66	93	71
SF-539	103	94	75	97	105
SNB-75	85	86	91	70	123
KM12	98	98	29	69	101
HCC-2998	97	91	76	108	.

#31 Clc1ccccc1C(=Nc1ccccc1)C(=Nc1ccccc1)c1ccccc1Cl
#32 COc1cccc(C(=O)Nc2cccc(C3CCc4c(cc(OC)c(OC)c4OC)O3)c2)c1 (centres undefined)
#33 CN(C)/C=C1\CC(C(=O)NCc2ccc(Cl)cc2Cl)N(c2cccs2)C1=O (centres undefined)
#34 COC(=O)/C(CCC=C(C)C)=C1\[C@@H](OC(C)=O)C[C@@]2(C)[C@H]1CC(=O)[C@H]1[C@@]3(C)CC[C@H](NCc4ccccc4)[C@@H](C)[C@@H]3CC[C@@]12C
#35 CCOC(=O)c1c(C(F)(F)F)n([O-])c2ccc(Cl)cc2[n+]1=O

Assay by compound	31	32	33	34	35
SNB-19	90	89	92	96	32
HT29	90	78	103	38	-43*
SW-620	97	97	96	81	-65*
DU-145	106	88	105	96	-96*
PC-3	87	58	80	70	-86*
SF-539	91	108	97	83	-96*
SNB-75	71	90	93	83	-52*
KM12	104	92	105	101	-78*
HCC-2998	.	107	99	67	-91*

#36 CCNC(=O)CCCCC(=O)c1c(C)[nH]c(/C=C2\N=C(c3ccc[nH]3)C=C2OC)c1C
#37 COc1ccc(-c2nc(-c3c[nH]c4ncccc34)cs2)cc1
#38 COc1ccc2c(c1)CN(CCc1ccccc1)CO2
#39 COc1ccc(Cl)cc1NC(=O)c1cc2c([nH]1)-c1nc(N)sc1CCC2
#40 CS(=O)(=O)OCC1OC(n2ccc(NC(=O)c3ccccc3)nc2=O)CC1OS(C)(=O)=O (centres undefined)

Assay by compound	36	37	38	39	40
SNB-19	54	113[100 µM]	99	112	105
HT29	-100*	113[100 µM]	99	83	108
SW-620	-65*	100[100 µM]	112	107	100
DU-145	2.5*	108[100 µM]	114	101	106
PC-3	-42*	82[100 µM]	111	98	92
SF-539	55	42[100 µM]	106	99	96
SNB-75	-13*	41[100 µM]	93	105	90
KM12	-57*	91[100 µM]	105	97	103
HCC-2998	49	100[100 µM]	.	109	104

#41 CC(=O)N(C)c1ccccc1
#42 Cc1n[nH]c(=O)c2noc(C)c12
#43 C[C@]12CC[C@H]3[C@@H](CCC4=CC(=O)CC[C@@]43C)[C@@H]1CC[C@@H]2c1csc(N)n1
#44 OCCn1cc(-c2nc(-c3c[nH]c4ncccc34)cs2)c2cc(F)ccc21
#45 COc1cc(C(SCc2ccccc2)SCc2ccccc2)ccc1O

Assay by compound	41	42	43	44	45
SNB-19	99	101	72	79	105
HT29	100	97	57	47	102
SW-620	108	101	57	58	91
DU-145	104	114	78	84	.
PC-3	104	96	19	49	72
SF-539	105	93	81	81	105
SNB-75	100	89	92	72	79
KM12	100	113	51	28	93
HCC-2998	102	106	46	65	105

#46 O=C1c2ccccc2C(=O)N1CCCN1C(=O)c2ccccc2C1=O
#47 CC(=O)n1nc(C(=O)OCc2ccccc2)c2cc(F)c(F)cc21
#48 Oc1ccccc1C1=NC(c2ccccc2)NC(c2ccccc2)C1 (centres undefined)
#49 O=C(NC(C(=O)O)C(O)c1ccccc1)C(Cl)Cl (centres undefined)
#50 CCCCN(CCCC)CCC(O)c1cc2ccc(C(F)(F)F)cc2c2cc(C(F)(F)F)ccc12 (centres undefined)

Assay by compound	46	47	48	49	50
SNB-19	103	99	95	98	73
HT29	108	108	100	96	8.4*
SW-620	111	91	99	110	40
DU-145	123	105	101	112	55
PC-3	106	98	104	79	36
SF-539	.	97	107	112	49
SNB-75	102	98	103	102	61
KM12	115	88	91	106	13
HCC-2998	108	113	103	117	-35*

#51 O=S1(=O)CCN(C2CCCCCC2)CC1
#52 CCNC(=O)Oc1ccc(/C(=C(/C)Cc2ccc(OC)cc2)c2ccc(OCCN3CCCCCC3)cc2)cc1
#53 CS(=O)(=O)Nc1ccc(C(=O)NC(C(=O)NO)c2ccc(C3CCCC3)cc2)cc1 (centres undefined)
#54 CC(=O)c1ccc(NC(=O)C(=O)c2c[nH]c3ccccc23)cc1
#55 CC(=O)c1cc(S(=O)(=O)n2cc(C(=O)C(=O)Nc3ccncc3)c3ccccc32)ccc1Cl

Assay by compound	51	52	53	54	55
SNB-19	131	83	96	110	85
HT29	107	2.1*	99	93	85
SW-620	101	71	96	106	98
DU-145	111	92	114	114	100
PC-3	92	64	91	104	90
SF-539	100	96	96	104	82
SNB-75	121	77	106	104	.
KM12	111	54	110	104	89
HCC-2998	102	63	100	108	76

#56 NS(=O)(=O)c1ccc(Nc2nc(-c3ccccn3)cs2)cc1
#57 CCCC(O)(c1ccccc1)c1ccccc1
#58 CCCCCC(C(C)=O)C(C)=O
#59 CC(=O)Nc1ccc(C(=O)NC(=S)Nc2ccc(S(N)(=O)=O)cc2)cc1
#60 Clc1ccc(Nc2ccnc3cc(Cl)ccc23)cc1

Assay by compound	56	57	58	59	60
SNB-19	102	96	94	98	102
HT29	112	103	99	93	68
SW-620	100	109	108	98	103
DU-145	111	99	119	105	93
PC-3	108	99	90	98	85
SF-539	101	111	94	91	105
SNB-75	120	95	89	78	96
KM12	102	101	102	97	78
HCC-2998	102	.	122	97	121

#61 O=C(NCc1ccc(Cl)cc1Cl)C1COC(=O)N1c1cccs1 (centres undefined)
#62 CSc1ccc(C(=O)c2ccc(F)cc2)cc1
#63 O=[N+]([O-])c1ccc(Oc2cc(Cl)c(Cl)cc2Cl)c(Cl)c1
#64 O=Nc1ccc(O)c2ccccc12
#65 CCOC(=O)CC1(O)CSc2nc(N)cc(=O)n21 (centres undefined)

Assay by compound	61	62	63	64	65
SNB-19	96	99	113	58	109
HT29	94	105	99	1.4*	103
SW-620	107	99	102	12	106
DU-145	106	108	105	57	105
PC-3	87	104	94	-11*	98
SF-539	93	100	97	0.7*	104
SNB-75	85	71	85	-65*	99
KM12	97	107	110	14	103
HCC-2998	.	99	104	68	95

An excerpt of these results, as a markdown table.
| cpd | Compound | SNB-19 | HT29 | SW-620 | DU-145 | PC-3 | SF-539 | SNB-75 | KM12 | HCC-2998 |
| --- | --- | --- | --- | --- | --- | --- | --- | --- | --- | --- |
| 61 | O=C(NCc1ccc(Cl)cc1Cl)C1COC(=O)N1c1cccs1 (centres undefined) | 96 | 94 | 107 | 106 | 87 | 93 | 85 | 97 | . |
| 64 | O=Nc1ccc(O)c2ccccc12 | 58 | 1.4* | 12 | 57 | -11* | 0.7* | -65* | 14 | 68 |
| 65 | CCOC(=O)CC1(O)CSc2nc(N)cc(=O)n21 (centres undefined) | 109 | 103 | 106 | 105 | 98 | 104 | 99 | 103 | 95 |
| 62 | CSc1ccc(C(=O)c2ccc(F)cc2)cc1 | 99 | 105 | 99 | 108 | 104 | 100 | 71 | 107 | 99 |
| 63 | O=[N+]([O-])c1ccc(Oc2cc(Cl)c(Cl)cc2Cl)c(Cl)c1 | 113 | 99 | 102 | 105 | 94 | 97 | 85 | 110 | 104 |

The list goes on:
#66 Cc1ccc(S(=O)(=O)Nc2ccc(-c3cc(-c4cccc(F)c4)on3)cc2)cc1
#67 CC1(C)N=C(N)NC(Nc2ccc(Cl)cc2)=N1
#68 Cc1ccc(C)c([N+](=O)[O-])c1
#69 CSc1nc2nc[nH]c2c(=O)[nH]1
#70 Nc1ccc(O)c(O)c1

Assay by compound	66	67	68	69	70
SNB-19	95	106	107	108	106
HT29	104	101	103	94	115
SW-620	97	110	108	104	104
DU-145	101	127	111	106	129
PC-3	77	96	109	99	113
SF-539	97	110	115	104	113
SNB-75	78	90	88	81	.
KM12	96	129	111	99	111
HCC-2998	101	.	104	119	109

#71 COc1ccc(C(=O)Nc2ccccc2OC)cc1
#72 NC(=S)Nc1cccc(C(F)(F)F)c1
#73 COC(=O)c1ccc[n+](Cc2ccccc2)c1
#74 COc1ccc(OCC(=O)OCCCl)cc1

Assay by compound	71	72	73	74
SNB-19	107	80	107	101
HT29	93	83	98	97
SW-620	98	97	104	94
DU-145	88	76	112	100
PC-3	103	43	88	94
SF-539	96	95	102	100
SNB-75	73	87	86	80
KM12	108	59	106	93
HCC-2998	97	94	102	108
